Source: PubChem BioAssay
GAA glycogen mod = GAA glycogen-cleavage inhibition or activation; P10253; recombinant GAA, glycogen substrate, Amplex Red glucose oxidase fluorescence; Potency, µM (highest dose often 76.4 µM), for the others: at the highest dose activity change, negative = inhibition, usual class: inhibitors; 300,000 tested, 0.38% active;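 further: 0% = full enzyme reaction and -100% = no-enzyme basal signal; the screen sought inhibitors and activators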
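Natural-substrate format: glycogen cleavage by 4 nM human enzyme, glucose read by Amplex Red coupling (Ex 573, Em 610 nm). Normalized to enzyme and no-enzyme controls.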
Epigenetic reg = epigenetic control regulation, reporter derepression; Potency, µM (doses to about 53.9 µM), without a hit: at the top dose GFP activation, most hits filed as activators; 280,000 tested, 0.2% active; AID 1865; murine LDR cells, GFP reporter derepression, 30 h; further: % of control where 0% means no effect; nearly all actives have a fitted effect of over 60% in size
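In this reporter-derepression format, murine cells bearing a silenced integrated CMV-GFP locus incubate with test compound (30 h, 37 C), then are washed and imaged; fluorescent objects of 20–120 um count as induced cells.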
Tau fluor counter = counter-screen for tau fibril formation inhibitors; tau K18 P301L Alexa594 fluorescence, heparin fibrillization; Potency, µM (titrated, usually from 57.7 µM), for inactives: at the top dose activity change, negative = decrease; 280,000 tested, 0.93% active; AID 1463; further: on the % scale 0 is the no-effect control and ±100 the full control effect; nearly all actives have a fitted effect of over 55% in size
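Human tau K18 P301L (15 uM unlabeled, 0.24 uM Alexa 594-labeled) in 100 mM sodium acetate pH 7 with 20 uM heparin, 6 hr at 37 C. ThT 30 uM added, 1 hr ambient; Alexa 594 FP and total fluorescence read at 555/632 nm.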
GAA inh = inhibitors of human lysosomal alpha-glucosidase. purified human GAA, 4-MU-alpha-glucoside fluorescence. Potency, µM (highest dose often 76.9 µM), for the others: at the highest dose activity change, negative = inhibition, most hits filed as inhibitors. P10253. AID 1466. 200,000 tested, 0.005% active;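 further: plate controls were uninhibited enzyme wells for no effect and no-enzyme background for full effect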
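Human alpha-glucosidase, 4 nM, pre-mixed with test compounds before 400 uM 4-methylumbelliferyl substrate; 20 min room temperature at pH 5.0. Fluorescence read after pH 10 stop; AC50 values from Hill-equation fits.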
ALDH1A1 inh = ALDH1A1 (human) enzyme inhibition; Purified ALDH1A1, NADH fluorescence, propionaldehyde substrate; 220,000 tested, 7.3% active; Potency, µM (top dose mostly 75.3 µM), for inactives: at the top dose activity, negative = inhibition, actives largely listed as inhibitors; P00352; active means well fitted inhibition curve with a large enough effect, not every such curve was filed as active; inconclusive means small, poorly fitted or top-dose-only effect, or another doubt; inactive means no such curve, though single readings can be large or run the other way;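 further: plate controls were no enzyme wells and a reference inhibitor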
Target sequence (P00352 whole entry, looked up): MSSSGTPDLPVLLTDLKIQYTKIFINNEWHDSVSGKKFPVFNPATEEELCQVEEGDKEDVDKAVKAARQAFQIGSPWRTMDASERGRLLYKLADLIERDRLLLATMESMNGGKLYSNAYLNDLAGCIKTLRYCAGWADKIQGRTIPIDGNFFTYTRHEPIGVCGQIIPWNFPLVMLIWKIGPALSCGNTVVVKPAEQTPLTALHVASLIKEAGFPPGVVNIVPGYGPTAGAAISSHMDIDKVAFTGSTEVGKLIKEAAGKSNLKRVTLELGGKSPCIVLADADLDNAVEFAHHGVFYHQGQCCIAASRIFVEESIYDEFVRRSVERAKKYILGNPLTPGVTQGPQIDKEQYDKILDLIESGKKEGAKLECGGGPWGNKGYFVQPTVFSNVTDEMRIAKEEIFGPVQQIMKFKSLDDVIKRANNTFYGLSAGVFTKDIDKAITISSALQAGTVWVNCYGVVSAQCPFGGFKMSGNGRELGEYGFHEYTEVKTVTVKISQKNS
aGlu spleen mod = inhibits or activates alpha-glucosidase in human spleen homogenate; P10253; human spleen homogenate, 4-MU-alpha-glucoside fluorescence; Potency, µM (series often up to 79.9 µM), for the others: at the highest dose activity change, negative = inhibition, actives largely listed as inhibitors; 240,000 tested, 0.006% active;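 further: 0% = enzyme with vehicle and -100% = no enzyme basal signal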
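Enzyme source: human spleen homogenate, 1 ug/well. Buffer 50 mM citric acid/K phosphate pH 5.0, 0.01% Tween-20. 4-MU-alpha-glucoside 1 mM; 37 C x 40 min; NaOH/glycine stop; fluorescence.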
GLA spleen mod = inhibits or activates alpha-galactosidase in human spleen homogenate; human spleen homogenate, 4MU-alpha-Gal fluorescence, 40 min; Potency, µM (series often up to 80 µM), without a hit: at the highest dose activity change, negative = inhibition, actives largely listed as inhibitors; AID 2107; 240,000 tested, 0.008% active;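 further: 0% = enzyme with vehicle and -100% = no enzyme basal signal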
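Human spleen homogenate (1 ug) was the enzyme source, with 4-methylumbelliferyl-alpha-D-galactopyranoside (1 mM final) in pH 5.0 citrate buffer with 0.01% Tween-20. Compounds were titrated; after 40 min at 37C, NaOH/glycine stop, 4-MU fluorescence read; AC50 from Hill fits.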
NPSR antagonist = neuropeptide S receptor (human) antagonism, cAMP; Q6W5P4; CHO-NPSR cells, cAMP TR-FRET, antagonist mode; Potency, µM (highest dose often 38.3 µM), for the others: at the highest dose activity change, negative = inhibition, actives largely listed as inhibitors; 220,000 tested, 1% active; further: on the % scale 0 is the no-effect control and ±100 the full control effect; nearly all actives have a fitted effect of over 50% in size; many of its hits are not listed in these tables
Target sequence (Q6W5P4 whole entry, looked up): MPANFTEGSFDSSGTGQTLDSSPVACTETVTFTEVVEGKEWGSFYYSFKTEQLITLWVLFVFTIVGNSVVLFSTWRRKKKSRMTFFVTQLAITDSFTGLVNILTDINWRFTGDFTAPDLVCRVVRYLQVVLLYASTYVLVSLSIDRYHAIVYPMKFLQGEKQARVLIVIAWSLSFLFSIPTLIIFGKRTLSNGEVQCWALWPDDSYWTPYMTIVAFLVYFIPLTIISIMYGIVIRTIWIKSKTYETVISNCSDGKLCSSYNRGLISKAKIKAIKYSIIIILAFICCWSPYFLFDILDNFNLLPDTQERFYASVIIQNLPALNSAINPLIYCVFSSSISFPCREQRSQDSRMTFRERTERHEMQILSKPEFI
The depositor's hits bear a star; ? = inconclusive; / = not tested or not shown; [ ] = another dose, or the depositor's remark. Unless noted, the call rests on the fitted dose curve; in most records, active means well fitted curve in the direction sought with a large enough effect; inconclusive means small, poorly fitted or top-dose-only effect, or another doubt; inactive means no such curve, though single readings can be large; an effect the other way counts as inactive or inconclusive. Potency means the concentration at half of the fitted maximal effect.

SMILES	GAA glycogen mod	Epigenetic reg	Tau fluor counter	GAA inh	ALDH1A1 inh	aGlu spleen mod	GLA spleen mod	NPSR antagonist
CCn1nc(NC(=O)c2ccco2)c2cc3cc(C)ccc3nc21	3%	-0.3%	-18%	-3%	?	9%	8%	25%
O=C(O)C1C2CCC(O2)C1C(=O)NCc1ccc(Cl)cc1 (stereo unspecified)	6%	3.0%	4%	-1%	2%	1%	-1%	4%
Cc1cc(C)c(NC(=O)CS(=O)CC(=O)N2CCN(c3ccc(F)cc3)CC2)c(C)c1 (stereo unspecified)	1%	0.0%	-5%	-3%	5%	-7%	20%	9%[46.1 µM]
CN(C)/C=C1/Sc2ccccc2C1=O	1%	0.0%	-5%	-4%	?	-3%	8%	-18%[46.1 µM]
O=C(CC1Nc2ccccc2NC1=O)NC1CCCCC1 (stereo unspecified)	-2%	2.0%	7%	7%	?	-7%	1%	-13%[46.1 µM]
O=C(Nc1ccccc1F)c1ccc2nc(N3C(=O)CCC3=O)sc2c1	4%	-3.1%	-2%	-3%	?	-6%	1%	-24%[46.1 µM]
CC(=O)OCC1(C)CN(c2ccccc2)NC1=O (stereo unspecified)	?	0.0%	-16%	-10%	10µM*	8%	1%	19%
CCCN(CCC)S(=O)(=O)c1ccc(C(=O)NNC(=O)c2cc(OC)c(OC)c(OC)c2)cc1	7%	1.1%	-7%	-3%	17%	-15%	4%	7%
COc1ccc(/C=N/Nc2ccc(C(=O)O)cc2)cc1OC	?	1.1%	-7%	/	/	-11%	-6%	-20%
COc1ccc(N(C(=O)Nc2ccc(Cl)cc2)C2=NCCC2)cc1	-2%	1.9%	-20%	6%	-4%	-2%	0%	?
Cc1nn(-c2ccc(F)cc2)c(C)c1CN1CCN(CCc2ccccc2)C(CCO)C1 (stereo unspecified)	-8%	-3.1%	0%	-2%	8%	5%	1%	-5%
C=C1CC(C(=O)N/N=C/c2ccc(O)cc2)C1	-3%	-4.3%	6%	-2%	0%	0%	3%	7%
CCOC(=O)Cc1csc(NC(=S)NC(=O)CC(C)C)n1	5%	0.0%	-1%	1%	-3%	5%	-2%	-2%
Cc1cc(C)c(S(=O)(=O)n2c([N+](=O)[O-])cnc2C)c(C)c1	0%	0.0%	10%	0%	?	0%	-20%	16%
Cc1c(C(=O)/C=C/N(C)C)nnn1-c1ccc(Cl)cc1Cl	6%	1.0%	-7%	/	/	0%	-1%	0%
CC(C)C(NC(=O)c1c(F)cccc1F)C(=O)NCC(c1ccccc1)N(C)C (stereo unspecified)	3%	1.1%	1%	-2%	6%	-2%	-2%	4%
CSc1ccc(S(=O)(=O)Nc2ccc(N3CCOCC3)c(Cl)c2)cc1	-6%	-1.1%	?	-1%	?	-8%	6%	-23%[46.1 µM]
O=C(CSc1nc(O)cc(=O)n1-c1ccccc1)Nc1nc2ccccc2s1	-3%	0.1%	-6%	/	/	-5%	5%	9%
CCOC(=O)c1ccc(NCc2ccc3c(c2)OCO3)cc1	-8%	0.0%	?	0%	?	-11%	-16%	-28%[46.1 µM]
O=C(NCCN1CCOCC1)C(=O)NCc1ccc2c(c1)OCO2	4%	-4.2%	9%	-7%	4%	0%	3%	14%
COc1ccc(NC(=O)c2ccc(C(=O)Nc3ccc(OC)cc3OC)cc2)c(OC)c1	-2%	-0.1%	-12%	2%	3%	-2%	-5%	20%
N#CC1=C2SCCN2C(=O)C(C#N)C12CCCCC2 (stereo unspecified)	-28%	-4.6%	-2%	1%	0.56µM*	6%	-2%	-10%[46.1 µM]
Clc1ccccc1CNCc1ccncc1	-2%	1.2%	-8%	-3%	6%	4%	1%	14%
CCOc1ncccc1C(=O)OCc1ccc(Cl)cc1	-10%	0.0%	-6%	1%	13%	-3%	6%	-2%
O=c1cnnc(Nc2ccccc2F)[nH]1	-1%	1.6%	6%	0%	10%	0%	8%	8%

(further entries)
SMILES	GAA glycogen mod	Epigenetic reg	Tau fluor counter	GAA inh	ALDH1A1 inh	aGlu spleen mod	GLA spleen mod	NPSR antagonist
Cc1ccc(NC2=C(Cl)C(=O)OC2OC(=O)c2ccccc2C)cc1 (stereo unspecified)	-9%	3.5%	?	-5%	-1%	-4%	-1%	-27%
COC(=O)c1ccc2c(c1)N(C)S(=O)(=O)c1cnc(SCC(=O)C(C)(C)C)nc1-2	0%	3.6%	-19%	/	/	2%	0%	42%
CCOC(=O)C1(Cc2cccc(OC)c2)CCN(Cc2cccc(O)c2)CC1	5%	-4.9%	-16%	8%	4%	-1%	5%	-1%
C/C(=N/OCO/N=C(\C)c1ccccc1)c1ccccc1	8%	-0.9%	-8%	-8%	-2%	-7%	-5%	-5%[46.1 µM]
O=C(CCc1ccc(S(=O)(=O)N2CCOCC2)cc1)Nc1ccc2c(c1)OCCO2	-1%	-1.7%	-19%	/	/	-5%	5%	-11%
COc1ccc(C(=O)Nc2ccc3c(c2)OCCO3)cc1[N+](=O)[O-]	10%	4.8%	-17%	-3%	?	-2%	-4%	-6%
CN(C)c1ccc(/C=C2\NC(=S)N(Cc3ccccc3)C2=O)cc1	-15%	7.1µM*	?	2%	11µM*	-3%	3%	?
COc1cc2c(cc1NC(=O)c1cccc(F)c1)CCCC2	0%	-0.9%	-14%	-5%	4%	9%	8%	-18%
COc1cccc(NC(=O)c2ccc(-n3cccn3)nc2)c1	12%	-1.3%	-13%	9%	-4%	-7%	16%	-13%[46.1 µM]
COc1ccccc1-c1c(C)oc2cc(OC(=O)c3ccco3)ccc2c1=O	-7%	-2.1%	8%	?	-7%	-17%	-7%	-12%[46.1 µM]
CCC(Sc1nnc(C)s1)C(=O)Nc1nccs1 (stereo unspecified)	12%	-1.3%	9%	1%	?	-1%	1%	-5%[46.1 µM]
CCOC(=O)C1=C(C)NC(C)=C(C(=O)OCC)C1C(=O)OCC(=O)N1CCC(C)CC1	5%	1.1%	3%	0%	0%	0%	4%	-10%[46.1 µM]
CCOC(=O)c1[nH]c2ccc(OC)cc2c1C	3%	-0.9%	-4%	0%	?	0%	-6%	-4%[46.1 µM]
CC(=O)Nc1c([N+](=O)[O-])cc2[nH]c(=O)[nH]c2c1[N+](=O)[O-]	3%	1.1%	-19%	?	2%	3%	3%	6%
O=C(Cc1noc2ccccc12)Nc1ccccn1	-10%	-2.0%	-6%	8%	-2%	12%	9%	2%
CC(C)(C)c1ccc(C(=O)NCC(=O)OCC(=O)Nc2nc(-c3ccc(F)cc3)cs2)cc1	-9%	1.1%	?	-8%	7%	7%	5%	-24%
O=C1CC(c2ccco2)CC(O)=C1C=Nc1ccccc1-c1ccccc1 (stereo unspecified)	3%	-1.1%	-11%	-9%	?	-18%	-11%	-53%
CCOC(=O)c1[nH]c2cc(OC)c(OC)cc2c1NC(=O)CN1CCN(C)CC1	-10%	-1.0%	-10%	0%	?	-1%	-11%	-9%[46.1 µM]
Cc1ccc(C(=O)N/C(=C\c2cccs2)C(=O)NCC2CCCO2)cc1C (stereo unspecified)	1%	0.0%	-4%	6%	?	-21%	1%	7%
CC(=O)N1CCc2cc(S(=O)(=O)NCCCOC(C)C)ccc21	3%	0.8%	-1%	3%	?	-4%	-1%	7%[46.1 µM]
COC(=O)c1nnc(-c2ccccc2)nc1OC	-7%	0.6%	-6%	7%	0%	-7%	-4%	-15%[46.1 µM]
COc1ccc(/C=C(/NC(=O)c2ccco2)C(=O)N2CCCC2=O)cc1	9%	-0.4%	10%	-3%	1%	4%	2%	7%
O=C(O)/C=C/C(=O)NNC(=O)c1ccccc1Br	1%	-3.1%	5%	3%	11µM*	-2%	10%	4%[46.1 µM]
O=C(Nc1cnc2ccccc2c1)c1cccc(-n2cnnn2)c1	-7%	-1.5%	0%	5%	?	0%	14%	6%[46.1 µM]
COc1ccc(CNC(=O)C2C3C=CC4(CN(Cc5cccnc5)C(=O)C24)O3)cc1 (stereo unspecified)	-9%	-1.0%	-3%	1%	?	5%	4%	-2%[46.1 µM]

Full records from above:
O=C(Cc1noc2ccccc12)Nc1ccccn1 across the screens: GAA glycogen mod: -10%; Epigenetic reg: -2.0%; Tau fluor counter: -6%; GAA inh: 8%; ALDH1A1 inh: -2%; aGlu spleen mod: 12%; GLA spleen mod: 9%; NPSR antagonist: 2%
Cc1ccc(NC2=C(Cl)C(=O)OC2OC(=O)c2ccccc2C)cc1 (stereo unspecified) across the screens: GAA glycogen mod: -9%; Epigenetic reg: 3.5%; Tau fluor counter: ?; GAA inh: -5%; ALDH1A1 inh: -1%; aGlu spleen mod: -4%; GLA spleen mod: -1%; NPSR antagonist: -27%

Additional results
SMILES	GAA glycogen mod	Epigenetic reg	Tau fluor counter	GAA inh	ALDH1A1 inh	aGlu spleen mod	GLA spleen mod	NPSR antagonist
COc1ccccc1CO/N=C/NC(=O)c1c(OC)ccnc1Oc1ccc(F)cc1	-6%	-0.9%	-26%	-3%	-8%	-7%	-7%	-12%[46.1 µM]
CCN(CC)c1ccc(C(=O)Nc2cccc(F)c2)cc1	-10%	-1.0%	?	-7%	0%	-5%	0%	-22%[46.1 µM]
Cc1ccc2c(C)nc(SC(C(=O)c3ccccc3)c3ccccc3)nc2c1 (stereo unspecified)	-8%	1.0%	-20%	-15%	?	-9%	-4%	-19%[46.1 µM]
Cc1ccccc1CSc1nc2c(c(=O)[nH]1)CCC2	5%	5.1%	2%	-4%	9%	0%	-7%	12%[46.1 µM]
Cc1ccc(S(=O)(=O)NCC(=O)N2CCN(c3ccccn3)CC2)cc1	-6%	0.0%	-10%	0%	0%	2%	8%	-12%[46.1 µM]
Cc1ccc(-c2csc(NC(=O)c3ccc(C)o3)n2)cc1	-7%	2.6%	?	-9%	-3%	-2%	0%	-19%
CSc1nc2c(c(=O)n1-c1ccc(F)cc1)SCC2	2%	-1.0%	-1%	1%	5%	-2%	1%	20%
CCC(CC)C(=O)Nc1ccccc1NC(C)=O	6%	-1.1%	7%	-4%	2%	0%	1%	1%[46.1 µM]
O=C(N/N=C1\CCCc2ccccc21)c1ccc([N+](=O)[O-])cc1	-24%	1.0%	-9%	-6%	-7%	3%	3%	-11%[46.1 µM]
OC(Cn1cncn1)c1ccc(Cl)cc1 (stereo unspecified)	2%	4.2%	5%	-4%	-6%	-1%	3%	0%[46.1 µM]
N/C(=N\OC(=O)COc1ccc(Cl)cc1)c1cccnc1	13%	-1.8%	2%	-4%	6%	-4%	?	10%

These rows are one share of the data; count on the stated rates, not on these rows.
